ST2 IL33 inh: IL1RL1 inhibition. Q01638. AlphaLISA ST2-Fc/biotin-IL-33 interaction, 1 h. inhibition, % for hits at 17 µM. 2.3% of 78,000 active; in the data active means inhibition above about 30%; inconclusive means mostly about 10% to 28%
Target sequence (Q01638 whole entry, looked up): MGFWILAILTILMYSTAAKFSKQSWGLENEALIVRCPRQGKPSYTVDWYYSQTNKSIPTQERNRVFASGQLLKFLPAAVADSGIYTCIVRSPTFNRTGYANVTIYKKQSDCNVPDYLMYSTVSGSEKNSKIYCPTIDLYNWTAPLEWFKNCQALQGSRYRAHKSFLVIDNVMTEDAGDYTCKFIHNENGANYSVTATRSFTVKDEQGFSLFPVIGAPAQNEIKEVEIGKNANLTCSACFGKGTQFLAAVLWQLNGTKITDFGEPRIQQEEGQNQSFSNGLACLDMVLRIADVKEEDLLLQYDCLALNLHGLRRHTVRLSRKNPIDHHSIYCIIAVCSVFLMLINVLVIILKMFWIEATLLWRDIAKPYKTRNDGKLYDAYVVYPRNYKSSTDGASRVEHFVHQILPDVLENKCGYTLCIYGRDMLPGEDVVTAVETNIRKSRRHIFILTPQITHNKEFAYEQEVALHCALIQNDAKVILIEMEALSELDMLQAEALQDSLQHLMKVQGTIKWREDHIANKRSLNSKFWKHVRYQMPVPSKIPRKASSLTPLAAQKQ
* = called active by the depositor; i = inactive; ? = inconclusive. Some of the compounds tested, so the mix of outcomes need not match the whole.

SMILES | ST2 IL33 inh
COc1cc(C2C(C#N)=C(N)Oc3n[nH]c(C)c32)ccc1O (stereo unspecified) | i
CC(C)CN(CC(C)C)c1ccc([N+](=O)[O-])cc1C1Oc2c1c(=O)n(C)c(=O)n2C (stereo unspecified) | i
O=C(c1nn2c(c1Cl)NC(c1ccc(Br)cc1)CC2C(F)(F)F)N1CCCC1 (stereo unspecified) | ?
CC#CCOC(=O)c1c(C)nc2sc3c(c2c1N)CCC(O)C3 (stereo unspecified) | i
CC1=C(C(N)=O)C(c2ccc(OCc3ccccc3)cc2)n2nnnc2N1 (stereo unspecified) | ?
COCCOc1ccc(C(=O)N[C@@H]2CN(C(=O)NC(C)C)CCC[C@H]2O)cc1 | i
COc1ccc(C2CC(=O)C3=C(C2)OC(N)=C(C#N)C3c2cccc(Br)c2)cc1 (stereo unspecified) | i
CCn1c(=O)c(-c2ccc3ccccc3n2)cc2cc(Br)ccc21 | 36.0%*
COc1cc(-n2ncc3ccccc32)ccc1NC(C)=O | i
c1ccc(N2CCN(c3cc(-n4cccn4)ncn3)CC2)cc1 | i
COc1ccc([N+](=O)[O-])cc1CSc1nnc(NC(C)=O)s1 | ?
CCn1c(Br)nc2c1c(=O)n(C)c(=O)n2C | i
O=C(CCCn1c(=O)[nH]c2ccsc2c1=O)N1CCN(Cc2ccc3c(c2)OCO3)CC1 | i
CCn1cc(CN2CCC(O)(c3cccc(C(F)(F)F)c3)CC2)cn1 | i
CC(C)Nc1ncc(CN2CCC(Cc3cccc(C(=O)O)c3)C2)cn1 (stereo unspecified) | ?
Cc1ccc(N=Cc2nc(-c3ccccc3)oc2O)cc1Cl | i
COc1ccccc1N1CCN(c2ccc([N+](=O)[O-])c3cccnc23)CC1 | 31.0%*
O=C(NC1CCCCC1)N1CCN(c2ccc(F)cc2)CC1 | ?
CNc1nc2c(c(=O)n(C)c(=O)n2C)n1CCSc1nc2ccccc2s1 | i
Oc1ccc(O)c(SCCCCN2CCOCC2)c1 | ?
O=C(Cc1c(F)ccc(F)c1F)NCC1CC(Cc2ccc(F)cc2)=NO1 (stereo unspecified) | i
Fc1cccc(CN2CCCCCCC2)c1 | i
Cc1ccn(CCC(=O)NCCN2Cc3ccccc3OC(c3ccccc3F)C2)n1 (stereo unspecified) | i
CCCCC1C=CCN1C(=O)Cc1c[nH]c(=O)n(C)c1=O (stereo unspecified) | i
COCCNC(=O)c1cn(C)c(=O)c2c1c1ccccc1n2C | i

Looked up by compound from the entries so far, five records:
SMILES | ST2 IL33 inh
CC(C)CN(CC(C)C)c1ccc([N+](=O)[O-])cc1C1Oc2c1c(=O)n(C)c(=O)n2C (stereo unspecified) | i
O=C(NC1CCCCC1)N1CCN(c2ccc(F)cc2)CC1 | ?
O=C(Cc1c(F)ccc(F)c1F)NCC1CC(Cc2ccc(F)cc2)=NO1 (stereo unspecified) | i
COc1ccccc1N1CCN(c2ccc([N+](=O)[O-])c3cccnc23)CC1 | 31.0%*
Cc1ccn(CCC(=O)NCCN2Cc3ccccc3OC(c3ccccc3F)C2)n1 (stereo unspecified) | i

Other compounds:
SMILES | ST2 IL33 inh
N#CC1=C(N)Oc2n[nH]c(-c3ccc(Cl)cc3)c2C1c1cn[nH]c1-c1ccc(F)cc1 (stereo unspecified) | i
CC(C)C(=O)Nc1ccc(NC(=O)c2ccc([N+](=O)[O-])cc2Cl)cc1 | i
CCN(CC)C(=O)C1=C(C)Nc2nc3ccccc3n2C1c1cc(OC)ccc1OC (stereo unspecified) | i
CC(C)N1C(=O)CCC1C(=O)N1CCN(c2ccc(F)cc2)CC1 (stereo unspecified) | i
O=C1CCCC/C1=C/Nc1ccc(S(=O)(=O)Nc2ncccn2)cc1 | i
COCC(=O)Nc1cccc(-c2ccc3c(c2)OCCO3)c1 | i
CCc1cc2c(=O)oc(-c3ccccc3C)nc2s1 | 33.0%*
CC(=O)N1c2ccc(S(=O)(=O)N3CCOCC3)cc2CC1C(=O)N1CCOCC1 (stereo unspecified) | i
NC(=O)CSC1=Nc2ccccc2C2=NC(CCC(=O)NCc3cccs3)C(=O)N12 (stereo unspecified) | i
CCOC(=O)Cn1c(=O)n(-c2ccc(C)c(C)c2)c2nc(-c3ccc(C)cc3C)nc(C(N)=O)c21 | i
CSc1nc(O)c(C(c2ccccc2)c2ccccc2)c(=O)[nH]1 | i
COc1ccccc1N1CCN(C2CC(=O)N(C)C2=O)CC1 (stereo unspecified) | i
Cc1cccc(C)c1-c1c(-c2ccccc2)ncn1CCCCN | ?
CN1CCN(Cc2c(O)ccc3c(=O)c(-c4cccc(Cl)c4)c(C(F)(F)F)oc23)CC1 | i
Cc1cccc(C(=O)Nc2ccc(I)cc2)c1 | ?
CCN(CC)c1ccc(-c2c(C#N)c(N)nc(OC)c2C#N)cc1 | i
COCCCN1C(=O)C(=O)C(=C(O)c2ccc(OC)c(C)c2)C1c1cccnc1 (stereo unspecified) | i
COc1cccc(NC(=O)C2c3cc(OC)c(OC)cc3C(=O)N(C)C2c2cccs2)c1 (stereo unspecified) | ?
O=C(Nc1ccc(Br)cn1)c1ccc(Cl)cc1Cl | i
CCCn1cc(C(=O)N[C@H]2COC[C@@H]2OCC)c(C)n1 | i
COc1ccc2cc3cc(C(=O)N4CCC(C)CC4)oc3nc2c1 | i
Cc1ccc(Nc2c(-c3ccc(C)o3)nc3cnccn23)cc1 | i
NCCCCNc1ccccc1[N+](=O)[O-] | i
Nc1ncnc2c1cnn2Cc1ccccc1 | i
N#Cc1nc(COc2ccccc2Cl)oc1N1CCCC1 | 73.0%*
More compounds:
SMILES | ST2 IL33 inh
O=C(O)c1ccc(C(=O)c2ccc([N+](=O)[O-])cc2)cc1 | i
CCCCNC(=O)NC(=O)c1c(Cl)nc(Cl)c(Cl)c1C | i
CCC(=O)N1CCc2cc(Br)cc(S(=O)(=O)NCCOC)c21 | i
Cc1ccc(CN2CCN(C3CCCCCC3)CC2)cc1 | i
CCOC(=O)CN1C(=O)CSc2ccc(S(=O)(=O)N3CCCC3)cc21 | i
O=C(C1CCCC1)N1CCN(c2ccc([N+](=O)[O-])cc2)CC1 | i
Nc1nc(CCC(=O)N2CCCC(N3CCC(CO)CC3)C2)cs1 (stereo unspecified) | ?
O=C1NCCN2CCN(C(=O)C3CCN(c4ncccn4)CC3)CC12 (stereo unspecified) | i
Cc1ccc(NC(=O)c2cc3c(C)nn(-c4ccccc4)c3s2)cc1[N+](=O)[O-] | 36.0%*
COc1ccccc1-n1cc(CN2CCC3(CC2)CC3C(=O)NCCC2=CCCCC2)cn1 (stereo unspecified) | ?
CCCCc1ncc(-c2c(-c3ccccc3)ncn2C2CCNC2)[nH]1 (stereo unspecified) | ?
CC1=C(C(=O)Nc2ccccn2)C(c2ccncc2)n2ncnc2N1 (stereo unspecified) | i
Cc1cccc(NC(c2cccc(C)n2)c2ccc3ccc(C)nc3c2O)n1 (stereo unspecified) | i
O=C1CC(C(=O)N2Cc3cnn(CCO)c3C2)c2ccccc21 (stereo unspecified) | i
COc1ccc(C(=O)NCC2Cc3cc(-c4ccccc4C(C)=O)ccc3O2)c(OC)c1OC (stereo unspecified) | i
CC(=O)c1ccccc1NC(=O)CCCn1nc(C)c([N+](=O)[O-])c1C | i
CC(C)=CC(=O)NCc1cccnc1Oc1ccc(C)nc1 | i
O=C1C2C3CCC(C3)C2C(=O)N1CNc1cccc(Cl)c1 (stereo unspecified) | i
COc1ccc(N2CCSC2C(=O)c2ccccc2)cc1 (stereo unspecified) | 32.0%*
CC1(C(=O)O)CC(=O)N=C2C=CC(Cl)=CN21 (stereo unspecified) | i
COc1ccc(CCN2CCCC(CN(C)CC=C(C)C)C2)cc1 (stereo unspecified) | ?
O=C(CCCc1ccccc1)NC1CCCCC1 | i
CCOC(=O)c1[nH]c2ccccc2c1NC(=O)C(C)(C)Oc1ccc(Cl)cc1 | i
Fc1ccccc1Nc1c2c(nc3ccccc13)CCC2 | i
NC(C(=O)O)c1ccc(CCCC(=O)O)s1 (stereo unspecified) | ?
(listing goes on)
SMILES | ST2 IL33 inh
O=C(c1ccc(C2SCC(=O)N2CCc2ccccc2)cc1)N1CCOCC1 (stereo unspecified) | i
O=C(O)C1CC2(CCNCC2)CN1Cc1cc(F)ccc1F (stereo unspecified) | i
CCC(C)NC(=O)c1ccc2nc(N)sc2c1 (stereo unspecified) | i
CCOc1ccccc1CN(C)C1CCN(C)CC1 | i
O=C(c1ccnnc1)N1CCn2nc(C(=O)N3CCCC3)cc2C1 | i
CN(Cc1ccccc1)c1nc2nonc2nc1N1CCCC(CN2CCCC2=O)C1 (stereo unspecified) | i
COc1ccc(C2=NN(CC(=O)NCCN(C)C)C(=O)CC2)cc1 | ?
Cc1nnc(NC(=O)CSc2cn(C)c3ccccc23)s1 | ?
CC(C)=CCC/C(C)=C/CC/C(C)=C/Cc1c(O)c(Cl)c(C)c(C=O)c1O | i
COc1ccccc1OC1CN(C2CCN(C(=O)c3ccccc3)CC2)C1 | i
Cc1nnsc1C(=O)N1CCCC(N(C)C)CC1 (stereo unspecified) | i
COc1ccc(Oc2coc3cc(O)ccc3c2=O)cc1 | i
COc1ccccc1-c1cc(C(=O)NCc2ccc(Cl)cc2)no1 | i
Cc1ccc(C(=O)N2CCc3c(c(C(=O)N4CCNC(=O)C4)nn3CCCc3ccccc3)C2)s1 | 30.0%*
O=C(CSc1nnc(CCc2ccccc2)n1-c1ccccc1)N1CCCCC1 | i
Cc1cc(C)c2c(N)c(C(=O)Nc3ccc(Cl)c(Cl)c3)sc2n1 | i
Cc1ccc(C)c(C(O)=C2C(=O)C(=O)N(CCN3CCOCC3)C2c2ccncc2)c1 (stereo unspecified) | i
Cc1nc(N2CCN(c3ccccn3)CC2)c2c(C)c(C(=O)N3CCC(C)CC3)sc2n1 | ?
CNC(=O)[C@@H]1C[C@@H](N)CN1C(=O)Cc1c[nH]c2ccccc12 | i
O=C1CCCN1c1cc(Cl)ccc1Cl | i
CCN(CC)C(=O)[C@@H]1C[C@H](N)CN1C(=O)c1c(C)nn2c(C)cc(C)nc12 | i
CC(CNC(=O)c1cc(Cn2cnc3ccccc32)[nH]n1)N1CCCC1 (stereo unspecified) | i
O=C(NCc1ccccc1-n1cncn1)C1CCC(=O)N(C2CCCC2)C1 (stereo unspecified) | ?
Cc1nccn1CCCC(=O)N1C[C@@H]2[C@@H]3CC[C@@H](C3)[C@@H]2C1 | i
Cc1cc(C)nc(N=C(NC(=O)C(C)(C)C)Nc2ccc(F)cc2)n1 | ?

6 entries from above, sorted by number of heavy atoms, falling:
SMILES | ST2 IL33 inh
Cc1nc(N2CCN(c3ccccn3)CC2)c2c(C)c(C(=O)N3CCC(C)CC3)sc2n1 | ?
O=C(NCc1ccccc1-n1cncn1)C1CCC(=O)N(C2CCCC2)C1 (stereo unspecified) | ?
COc1ccc(C2=NN(CC(=O)NCCN(C)C)C(=O)CC2)cc1 | ?
CCOc1ccccc1CN(C)C1CCN(C)CC1 | i
CCC(C)NC(=O)c1ccc2nc(N)sc2c1 (stereo unspecified) | i
O=C1CCCN1c1cc(Cl)ccc1Cl | i

A second format for part of the listing above.
Compound	ST2 IL33 inh
CCN(CC)C(=O)[C@@H]1C[C@H](N)CN1C(=O)c1c(C)nn2c(C)cc(C)nc12	i
CC(CNC(=O)c1cc(Cn2cnc3ccccc32)[nH]n1)N1CCCC1 (stereo unspecified)	i
O=C(NCc1ccccc1-n1cncn1)C1CCC(=O)N(C2CCCC2)C1 (stereo unspecified)	?

Following part:
SMILES | ST2 IL33 inh
COCCN(CCOC)S(=O)(=O)c1ccc(C(=O)Nc2nnc(-c3ccc(F)cc3)o2)cc1 | i
CS(=O)(=O)N(CC(=O)N1CCCCCC1)c1ccc(Cl)c(C(F)(F)F)c1 | i
CSc1nc(-c2cccs2)cc(C(F)(F)F)c1C#N | ?
CCC(C(=O)Nc1ccc(S(=O)(=O)N2CCOCC2)cc1)c1ccccc1 (stereo unspecified) | i
CC1=CC[C@@H]2CN(C(=O)c3cc(C(C)(C)C)[nH]c(=O)n3)C[C@@H]2C1 | ?
Cc1cccn(CC(=O)c2ccc(-c3ccccc3)cc2)c1=N | i
c1ccc(C2CNCCc3ccccc32)cc1 (stereo unspecified) | i
CC1=C(C(=O)OC2CCCCC2)C(c2ccc(N(C)C)cc2)n2ncnc2N1 (stereo unspecified) | i
CCOC(=O)Nc1ccc(Br)cc1F | i
O=C(CCc1ccncc1)NCCN1Cc2ccccc2OC(c2ccccc2F)C1 (stereo unspecified) | ?
CCC(C)Cn1c(COc2ccc(OC)cc2)nc2ccccc21 (stereo unspecified) | i
COc1cc(NC(=O)c2ccc(-c3cccc([N+](=O)[O-])c3)o2)ccc1NC(=O)c1ccco1 | ?
COC(=O)c1cccc(NC(=S)N[C@H]2CO[C@H]3[C@@H]2OC[C@@H]3n2nnnc2Oc2cccc(N(C)C)c2)c1 | i
CCN(Cc1noc(C)n1)C(=O)CC1C(=O)NCCN1CC1CCCCC1 (stereo unspecified) | i
Cc1c(CNC(=O)c2ccc([N+](=O)[O-])cc2)cnn1C | i
CC(C)NC(=O)C(CCO)NC(C)C (stereo unspecified) | i
Cc1ccc(N=Cc2nc(-c3ccccc3)oc2O)c(C)c1 | ?
Cc1cccc(N2C(=O)CSC2c2ccc(Br)cc2)c1 (stereo unspecified) | i
COc1cccc(C2C3=C(CCCC3=O)Nc3nc(SCc4ccccc4)[nH]c(=O)c32)c1 (stereo unspecified) | i
Cc1ccc(F)c(S(=O)(=O)N2CCC(O)(C(=O)O)CC2)c1 | ?
Cc1nn(C)c(C)c1C(=O)O | i
Cc1nc(CN(C)C2CCN(c3cccc(C)c3C)CC2)no1 | i
COc1ccc2oc(=N)c(C(=O)Nc3ccccc3C)cc2c1 | ?
CCSc1nnc2c(n1)OC(c1cc3c(cc1[N+](=O)[O-])OCO3)Nc1ccccc1-2 (stereo unspecified) | i
CN(C)c1cc[n+](CC(=O)c2ccc(Br)cc2)cc1 | ?
Cc1ccc(CCNC(=O)CC2C(=O)N(C)C(=O)N2C)cc1C (stereo unspecified) | i

Some of the entries so far, tab-delimited.
smiles	ST2 IL33 inh
Cc1cccc(C(=O)Nc2ccc(I)cc2)c1	?
CCN(CC)c1ccc(-c2c(C#N)c(N)nc(OC)c2C#N)cc1	i
COCCCN1C(=O)C(=O)C(=C(O)c2ccc(OC)c(C)c2)C1c1cccnc1 (stereo unspecified)	i
COc1cccc(NC(=O)C2c3cc(OC)c(OC)cc3C(=O)N(C)C2c2cccs2)c1 (stereo unspecified)	?
O=C(Nc1ccc(Br)cn1)c1ccc(Cl)cc1Cl	i
CCCn1cc(C(=O)N[C@H]2COC[C@@H]2OCC)c(C)n1	i

Source: PubChem BioAssay (IUPUI and University of Michigan)
